Screens (PubChem BioAssay)
SKBR3 24h inh = SK-BR-3 proliferation inhibitors | SK-BR-3 viability, CellTiter-Glo ATP luminescence, 24 h; active compounds read low | viability, % at 10 µM | AID 847 | hit rate 0.47% among 41,000;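 active = viability at or below the median of all test compounds minus 3 SD, in both replicates if run twice, cut at about 45% in these data; inconclusive = duplicate replicates that disagree with each other; inactive = viability above that cutoff in every replicate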;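 note: 100% = median untreated cell wells and 0% = median positive control drug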
The depositor's hits bear a star; u = inconclusive. Not all compounds are listed (hit frequency here may not be typical).

SMILES	SKBR3 24h inh
O=C(NCc1ccc(F)cc1)C1CCCN(S(=O)(=O)c2cccnc2)C1 (centres undefined)	93
Cc1ccc2c(c1)NCCO2	80
O=C1c2ccccc2C(=O)N1CCCc1nc2ccccc2c(=O)n1CCCn1ccnc1	74
CCn1c(Cc2ccccc2)nnc1SCC(=O)Nc1ccccc1	89
COc1ccc(/C=N/O)cc1COc1ccc(NC(C)=O)cc1	112
CCOC(=O)N1CCN(C(=O)CN(c2ccc3c(c2)OCO3)S(C)(=O)=O)CC1	93
COC(=O)c1[nH]c2cc(OC)ccc2c1NC(=O)CCN1CCCC(C)(C)C1	96
CSc1nsc(SC)c1NC(=O)OCCc1ccccn1	116
O=C(NCc1ccoc1)c1ccc(NC(=O)c2ccccc2Cl)cc1	85
O=C(COc1ccc(S(=O)(=O)N2CCCC2)cc1)NCc1ccco1	95
O=C(NCCCN1CCCC1=O)c1ccc2c(c1)OCO2	86
CCCCc1c(O)nc(SCC(=O)c2ccccc2)[nH]c1=O	91
Cc1cccc(-n2c(N)cc(=O)nc2SCC(=O)NC2CCCCC2)c1	75
CCOC(=O)c1[nH]c2ccc(F)cc2c1NC(=O)CCN1CCSCC1	89
O=C(CSc1ccccn1)Nc1ccccc1F	83
O=C(Nc1ccc2c(c1)OCO2)C1CCCN1C(=O)OCc1ccccc1 (centres undefined)	96
O=C(CN1C(=O)c2ccccc2C1=O)N1CCOCC1	91
Cc1cc2n(n1)C(c1c[nH]c3ccccc13)Nc1ccccc1-2 (centres undefined)	98
COc1ccc(NC(=O)[C@@H]2[C@@H]3C(=O)N(C4CCCCC4)C(=O)[C@@H]3C3c4ccccc4C=CN32)cc1 (some centres undefined)	81
O=C(NC1CCN(C(=O)NCc2ccccc2)CC1)c1ccco1	106
COc1cccc(-c2nnn(CC(=O)Nc3ccc(C)cc3C)n2)c1OC	93
CCCCn1nc(NC(=O)c2cccs2)c2cc3ccccc3nc21	97
CCC1CCCCN1c1nc(-c2ccncc2)nc2ccccc12 (centres undefined)	105
Clc1ccccc1-c1nnc2sc(-c3ccccn3)nn12	88
CSC(=Nc1ccccc1)C1=C(O)COC1=O	101
Cc1nn(Cc2ccc(Cl)c(Cl)c2)c(C)c1NC(=O)c1cc(-c2ccc3c(c2)OCO3)on1	81
CC(=O)Nn1cc2c(c1-c1ccccc1)c(=O)n(C)c(=O)n2C	128
Cc1ccc2nc(C3CCN(C(=O)c4ccco4)CC3)[nH]c2c1	123
CCN1CCN(c2ccc(NC(=O)c3cccc4ncccc34)cc2)CC1	83
COc1ccc2[nH]c(=O)c(CN(C(=O)NC3CCCCC3)C3CCCC3)cc2c1	70
COC(=O)c1ccc(Oc2nc(Nc3ccc(F)cc3)nc(N3CCCC3)n2)cc1	104
CCCC(=O)N1c2ccccc2[C@@H](N(C(C)=O)c2ccccc2)C[C@H]1C	103
O=C(NC1CCCCC1)C(c1ccccc1)N(Cc1ccco1)C(=O)Cn1cnc2ccccc21 (centres undefined)	116
CCCCNS(=O)(=O)c1cccc(S(=O)(=O)N2CCCC2)c1	76
Cc1c(C)n(C(=O)CN2CCN(c3ccccn3)CC2)c2ccccc12	97
CC(=O)N=c1sc2nc3ccccc3nc2n1N(C(C)=O)C(C)=O	100
CC(C)OC(=O)Cn1cnc2ccc(Br)cc2c1=O	80
COc1ccc(-c2csc(N3CCN(Cc4ccc5c(c4)OCO5)CC3)n2)cc1	81
CCCNC(=O)c1ccccc1NS(=O)(=O)c1ccc(OC)c(OC)c1	86
Cc1nn2cc(-c3ccc(N)cc3)nc2s1	97
CC(C)C(c1nnnn1C1CCCC1)N1CCN(c2ccccc2F)CC1 (centres undefined)	91
COC(=O)c1sc(N2C(=O)c3oc4ccccc4c(=O)c3C2c2cccs2)nc1C (centres undefined)	u
Cn1c(SCC(=O)Nc2cccc(NC(=O)c3cccs3)c2)nnc1-c1ccncc1	91
Cc1nc2ncnn2c(C)c1CCC(=O)NCCCN1CCN(c2cccc(Cl)c2)CC1	69
CCOc1ccc2[nH]c(=O)c(CN(CCCO)C(C)=O)cc2c1	79
COc1ccc(S(=O)(=O)N2CCCC(C(=O)NCc3ccncc3)C2)cc1Cl (centres undefined)	93
COc1cccc(C2C(C#N)=C(N)OC3=C2C(=O)CCC3)c1OC(=O)c1ccco1 (centres undefined)	84
COc1cccc(C2/C(=C(\O)c3c(C)nc4c(C)cccn34)C(=O)C(=O)N2CCCN(C)C)c1OC (centres undefined)	105
CC(O)C(=O)NCCOCCOCCNC(=O)C(C)O (centres undefined)	91
CCCCOc1ccc(N2C(=O)CC(N(O)c3ccccc3)C2=O)cc1 (centres undefined)	86
COC1=CC(=O)CC(C)C12Oc1c(Cl)c(OC)cc(OC)c1C2=O (centres undefined)	80
O=C(Cn1c(=O)sc2ccccc21)NCc1ccco1	98
Cn1c(=O)c2nnn(/N=C(\c3ccccc3)C3CC3)c2n(C)c1=O	77
CS(=O)(=O)N1CCN(c2ccccc2NC(=O)Cc2ccccc2)CC1	93
CCC(C)[C@H](NC(=O)NCc1ccccc1)C(=O)O (some centres undefined)	96
Cn1c(NCc2ccco2)nc2c1c(=O)n(Cc1ccc(Cl)c(Cl)c1)c(=O)n2C	80
CC(OC(=O)C1CC=CCC1C(N)=O)C(Cl)=C(Cl)Cl (centres undefined)	97
CC1CCCN(C(=O)Nc2cccc(NC(=O)N3CCCC(C)C3C)c2)C1C (centres undefined)	90
Clc1ccc(-n2cnnn2)cc1	87
CCOc1ccc(C(=O)NC2CCN(S(C)(=O)=O)CC2)cc1	108
(cont.)
SMILES	SKBR3 24h inh
O=C(CSc1nnc([C@@H]2CCCN2)o1)c1ccc(Cl)cc1	87
COC(=O)c1cc(NC(=O)c2ccc(Cn3cc(Cl)cn3)o2)cc(C(=O)OC)c1	88
COc1ccccc1N(C(=O)c1snc(C(N)=O)c1N)C(C(=O)NCCC(C)C)c1ccco1 (centres undefined)	78
COC(=O)c1ccccc1NC(=O)Cn1c(SC)c(F)cnc1=O	98
Cc1c(Br)cc(C(=O)OC2CCN(C)CC2)c(C)c1C	82
C=CCn1c(SCC(=O)NC2CCCC2)nc2scc(-c3ccco3)c2c1=O	82
Cc1ccc(-n2cc(-c3ccccc3)[nH]c2=O)cc1F	76
CC12CN3CC(C)(CN(C1)C3c1ccccc1Cl)C2O (centres undefined)	113
CCc1c(C(=O)NCCc2ccc(OC)c(OC)c2)[nH]c(C)c1C(C)=O	68
CCN1C(=O)CC(N2CCN(c3ccc(C(=O)c4ccccc4)cc3)CC2)C1=O (centres undefined)	90
COc1ccc(-c2cc3c(=O)n(CC(=O)NC4CCN(Cc5ccccc5)CC4)ncn3n2)cc1	88
O=c1oc2cc(OCc3nn[nH]n3)ccc2c2c1CCCC2	97
Cn1c(=O)c2[nH]c(NCC3CCCO3)nc2n(-c2ccccc2)c1=O (centres undefined)	85
CN(C)S(=O)(=O)Nc1ccc(Br)cc1F	81
c1ccc(CN2CCN(CCN3CCn4c3nc3ccccc34)CC2)cc1	82
Cc1ccc(SCc2cc(=O)[nH]c(N3CCOCC3)n2)cc1	91
COc1c(C)cccc1C(=O)Nc1ccc(CN2CCOCC2)cc1	77
CCCCCn1c(SCCCC)nc2c1c(=O)[nH]c(=O)n2C	96
CC1(C)CC(NC(=O)CCc2ccccc2)CC(C)(C)N1	104
COc1cc2nc(-c3ccc(Br)o3)oc(=O)c2cc1OC	98
COc1ccc(C)cc1NC(=O)CSc1nnnn1Cc1ccccc1	77
CS(=O)(=O)N1CCN(c2ccccc2NC(=O)c2ccc(Cl)cc2)CC1	85
CC1CCCCN1C(=O)CSc1nnc(-c2ccco2)n1CC1CCCO1 (centres undefined)	78
Cc1cc(C)nc(SCc2nnc(SCC(=O)Nc3ccccc3C)n2Cc2ccco2)n1	75
COc1cccc(C2C=C(c3cccs3)Nc3ncnn32)c1OC (centres undefined)	67
Cc1cccc(OCC(O)Cn2c(NCc3cccnc3)nc3c2c(=O)[nH]c(=O)n3C)c1 (centres undefined)	66
COc1ccc(S(=O)(=O)N(C)C2CCS(=O)(=O)C2)cc1OC (centres undefined)	93
CC1(C)CC(=O)C(/C=N/n2cnc3ccccc3c2=O)=C(O)C1	90
O=C(CCS(=O)(=O)c1cccc2nsnc12)N1CCN(C(=O)c2ccco2)CC1	81
Cc1cc2cc3c(cc2nc1SCC(=O)N1CCN(C(=O)c2ccco2)CC1)OCO3	111
O=C(O)C1C2C=CC3(CN(Cc4ccccn4)C(=O)C13)O2 (centres undefined)	81
COc1ccc(OCCC(=O)NCc2ccccc2)cc1	109
COCCNC(=O)c1c(N)n(CCCn2ccnc2)c2nc3ccccc3nc12	91
O=C(Cn1ncc2c(=O)oc3ccccc3c21)NCCC1=CCCCC1	92
O=C(C1=C(O)C(=O)N(CCCN2CCOCC2)C1c1ccccn1)c1cc2ccccc2o1 (centres undefined)	63
CCOc1cc(-c2noc(CCCC(N)=O)n2)cc(Br)c1OC	72
CC(c1ccccc1)C1CC(=O)N(CC(=O)O)C1=O (centres undefined)	81
O=C1CC(c2ccc(S(=O)(=O)N3CCN(c4ccccc4)CC3)cc2)CN1 (centres undefined)	102
COc1ccc(CCN(C)CCN2C(=O)c3ccccc3C2=O)cc1OC	130
O=C1C=C(N(CCO)CCO)C2(CCCCC2)O1	80
Cc1ccc(S(=O)(=O)n2nc(-c3ccc(Cl)cc3)nc2NCc2ccco2)cc1	84
Cc1cc(C(=O)Nc2nc3ccc(S(C)(=O)=O)cc3s2)c(C)o1	106
CCOc1ccc(-n2c(SC(C)C(=O)OC)nc3c(c2=O)SCC3)cc1 (centres undefined)	103
CC1CCc2sc3nc(N4CCN(CCO)CC4)n4ncnc4c3c2C1 (centres undefined)	76
O=C(Nc1ccc2c(c1)oc1ccccc12)N1CCOCC1	81
Nc1ccc(C(=O)c2ccccc2C(=O)O)cc1Cl	89
CCOC(=O)/C=C1\NC(C)(C)Cc2cc(OC)c(O)cc21	92
Cc1ccc(-n2c(SCC(=O)NCc3ccco3)nc3nc4c(cc3c2=O)COC(C)(C)C4)cc1	122
CCC(=O)Nc1ccc(Cl)c(NC(=O)c2ccc(Br)o2)c1	94
O=C(CN1C(=O)C2CC=C(Cl)CC2C1=O)N1CCOCC1 (centres undefined)	103
Cc1cc(C)nc(N2CCN(c3nc(C)cc(C)n3)CC2)n1	84
CCN1C(=O)c2cccc3c(S(=O)(=O)Nc4c(C)n(C)n(-c5ccccc5)c4=O)ccc1c23	78
O=C(c1nn2c(C(F)(F)F)cc(-c3ccccc3)nc2c1Cl)N1CCOCC1	85
COC(=O)[C@H](CC(C)C)NC(=O)Nc1ccc2c(c1)OCCO2	90
O=C(CCSc1nc(-c2ccco2)cc(C(F)(F)F)n1)N1CCCc2ccccc21	95
O=C1c2ccccc2C(=O)N1CCCCN1CCN(CCCCN2C(=O)c3ccccc3C2=O)CC1	72
Cc1nnc2sc(-c3cccc(NC(=O)c4cccnc4)c3)nn12	100
COc1cc(C(=O)Nc2cccc(-c3nncn3C)c2)cc(OC)c1OC	97
C=CCN(C(=O)Nc1ccc(Cl)cc1)C1CC(=O)N(c2ccc(OC)cc2)C1=O (centres undefined)	90
CSC1=C(C#N)C(C)C2=C(CC(C)(C)CC2=O)N1 (centres undefined)	104
New compounds follow:
SMILES	SKBR3 24h inh
COc1cc(NS(=O)(=O)c2ccc(NC(=O)c3ccc(C)o3)cc2)nc(OC)n1	91
CCCCC(=O)Nc1ccc(C(=O)N2CCCC(C(=O)OCC)C2)cc1 (centres undefined)	100
COc1cc(NC(=O)C2C3C=CC(C3)C2C(=O)O)c(OC)cc1Cl (centres undefined)	88
CCCc1ccc(Oc2cn[nH]c2-c2ccc(O)c(C)c2O)cc1	151
O=C(CN1CCN(Cc2ccccc2)CC1)NCC1COc2ccccc2O1 (centres undefined)	74
COc1cccc(NC(=O)NC2(C(F)(F)F)Oc3ccccc3O2)c1	102
Cn1c(=O)[nH]c(=O)c2c1nc(OC(=O)c1ccccc1)n2CC(O)COc1ccccc1 (centres undefined)	109
COc1ccc(S(=O)(=O)N2CCC(C(=O)N3CCc4ccccc4C3)CC2)cc1OC	96
Cc1ccc(C(=O)NCc2nnc(SCC(=O)Nc3sc4c(c3C#N)CCCC4)n2C)cc1	82
Cc1ccc(OCC(=O)NCCO)cc1C	90
O=C(O)c1cn[nH]c1-n1cnnn1	99
